ATXN viability: cell viability loss in ATXN counter-screen | S2 cells (HEK-293 line with an ATXN2-luciferase reporter) viability, CellTiter-Fluor protease fluorescence, 24 h | hit rate 0.49% among 400,000 | AID 651635 | Potency, µM (doses to about 56.7 µM), actives largely listed as cytotoxic; note: potency is the fitted concentration of half-maximal effect; nearly all actives have a fitted effect of over 40% in size
EPAC2 agonist: activates human EPAC2 exchange factor; Q8WZA2; EPAC2 activation, biochemical qHTS; response scale: 100% = 6.5 mM cAMP response; Potency, µM (highest dose often 154 µM), inactives show at the highest dose activation, hits mostly activators; hit rate 0.079% among 360,000; AID 720711; note: potency is the fitted concentration of half-maximal effect; nearly all actives have a fitted effect of over 50% in size
Target sequence (Q8WZA2 whole entry, looked up): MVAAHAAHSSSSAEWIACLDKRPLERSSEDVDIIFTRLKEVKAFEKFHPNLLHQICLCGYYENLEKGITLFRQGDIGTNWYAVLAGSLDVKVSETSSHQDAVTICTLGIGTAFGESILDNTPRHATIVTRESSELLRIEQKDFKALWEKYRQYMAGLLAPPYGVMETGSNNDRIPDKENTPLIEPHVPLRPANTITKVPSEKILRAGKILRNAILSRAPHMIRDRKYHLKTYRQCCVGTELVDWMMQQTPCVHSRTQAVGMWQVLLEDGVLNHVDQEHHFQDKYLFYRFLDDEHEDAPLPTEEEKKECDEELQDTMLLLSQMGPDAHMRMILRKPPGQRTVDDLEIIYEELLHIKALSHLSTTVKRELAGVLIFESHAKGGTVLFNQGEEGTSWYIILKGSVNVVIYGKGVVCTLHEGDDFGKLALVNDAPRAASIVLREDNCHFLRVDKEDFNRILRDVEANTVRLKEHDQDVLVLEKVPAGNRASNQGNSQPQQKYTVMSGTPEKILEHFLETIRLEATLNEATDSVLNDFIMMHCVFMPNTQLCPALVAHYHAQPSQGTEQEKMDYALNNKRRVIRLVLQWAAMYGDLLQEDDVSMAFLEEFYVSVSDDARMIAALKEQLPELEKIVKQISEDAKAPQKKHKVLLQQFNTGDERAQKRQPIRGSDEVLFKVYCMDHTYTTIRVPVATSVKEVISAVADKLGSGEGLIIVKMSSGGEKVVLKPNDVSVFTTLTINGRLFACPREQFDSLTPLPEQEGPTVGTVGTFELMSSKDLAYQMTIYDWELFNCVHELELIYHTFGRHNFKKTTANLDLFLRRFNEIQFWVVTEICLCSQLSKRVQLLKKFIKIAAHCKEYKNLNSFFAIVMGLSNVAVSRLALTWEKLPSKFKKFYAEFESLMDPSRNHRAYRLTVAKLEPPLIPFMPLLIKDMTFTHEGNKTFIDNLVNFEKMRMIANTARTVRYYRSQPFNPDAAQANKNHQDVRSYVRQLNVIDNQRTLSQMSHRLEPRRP
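In this primary screen, activation is scored as increased exchange of BODIPY-GDP from Rap1B by 100 nM EPAC2, with 50 uM GDP as competitor. Signal is normalized to the 6.5 mM cAMP agonist control.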
ATXN2 expr inh: reduces ATXN2 reporter expression in HEK-293 cells. HEK-293 ATXN2-luciferase reporter, luminescence, 24 h. Potency, µM (titrated, usually from 57 µM), for inactives: top-dose activity change, negative = inhibition, actives largely listed as inhibitors. hit rate 0.72% among 360,000. AID 1745845; note: potency is the fitted concentration of half-maximal effect; % is set by controls: 0 for no effect and ±100 for the full control effect; nearly all actives have a fitted effect of over 55% in size
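qHTS (up to 57 uM final) was run with 24 h compound exposure of reporter cells at 37 °C. Each well was multiplexed: SteadyGlo luminescence measured ATXN2-luciferase expression after a fluorogenic Gly-Phe-AFC viability readout (25 uM final).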
TGFb inhibitor: blocks TGF-b signaling; HepG2 CAGA-GFP TGF-b/SMAD3 reporter, GFP fluorescence, 18 h; TGF-beta stimulated, 500 pg/mL final; Potency, µM (series often up to 46.1 µM), for the others: at the highest dose activity, negative = inhibition, usual class: inhibitors; hit rate 1.2% among 410,000; AID 588855; note: potency is the fitted concentration of half-maximal effect; % is set by controls: 0 for no effect and ±100 for the full control effect; nearly all actives have a fitted effect of over 65% in size
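Cell-based qHTS in HEPG2 carrying a CAGA-GFP Smad reporter; compounds added before 500 pg/mL final TGF-beta, 18 h incubation at 37 degrees C, GFP fluorescence quantified per cell by imaging cytometry.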
Nrf2 ARE act: activators of Nrf2 (ARE) signaling; AREc32 ARE-luciferase reporter (MCF7-derived line), luminescence, 24 h; Potency, µM (highest dose often 46.1 µM), for inactives: at the top dose activation, usual class: activators; hit rate 0.31% among 410,000; AID 624171; note: potency is the fitted concentration of half-maximal effect; % of control where 0% means no effect; nearly all actives have a fitted effect of over 65% in size
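AREc32 cells carrying an ARE-driven firefly luciferase, 1000 cells/well in OPTI-MEM with 5% FBS, dosed after overnight attachment and incubated 24 hr at 37 deg C. Steady-Glo luminescence read after 30 min at RT.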
IL-2 act: IL-2 activation. IL-2 activation reporter assay, cell-based qHTS; stimulated with anti-CD3/CD4/CD28 beads; in transgenic mouse T cells. activation, % (series mostly up to about 46 µM). hit rate 0.065% among 360,000. AID 652025; in the data active = activation above about 50%; inconclusive = mostly about 30% to 49%; note: 0% is about no effect
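Screening format: compound pinned onto unstimulated transgenic mouse T cells, 60 min incubation, then anti-CD3/anti-CD4/anti-CD28 bead stimulation for 18 hours at 37 degrees C, followed by EGFP and DsRed detection.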
HepG2 viability: kills HepG2 cells in TGF-b inhibitor counter-screen | hit rate 0.76% among 410,000 | HepG2 CAGA-GFP viability, ATP luminescence, 18 h | AID 588856 | Potency, µM (titrated, usually from 46.1 µM), without a hit: top-dose activity change, negative = cytotoxicity, usual class: cytotoxic; note: potency is the fitted concentration of half-maximal effect; some results filed as inactive show a strong effect at the top dose
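HepG2 CAGA-GFP cells (1000/well, DMEM with 1% FBS) received compound, then TGF-beta at 500 pg/mL final, and were incubated 18 hours at 37 degrees C. Viability was read by CellTiter-Glo luminescence. Media-only wells were set as complete cell-killing and DMSO as no toxicity.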
A549 tox: kills or reduces viability of A549 cells in Nrf2 counter-screen. A549 ARE-Fluc cells, CellTiter-Fluor viability, 18-24 h. Potency, µM (doses to about 46 µM), for the others: at the top dose activity change, negative = cytotoxicity, usual class: inhibitors. hit rate 0.16% among 390,000. AID 504648; note: potency is the fitted concentration of half-maximal effect; % is set by controls: 0 for no effect and ±100 for the full control effect
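Cytotoxicity counterscreen: CellTiter-Fluor fluorescence was measured in A549 ARE_Fluc cells after 18-24 h of compound exposure in a concentration series. The subsequent BugLite luminescent read reports ARE-luciferase activity.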
Nrf2 block: inhibitors of Nrf2 signaling. Potency, µM (doses to about 46 µM), inactives show at the top dose activity change, negative = inhibition, hits mostly inhibitors. A549 ARE-Fluc reporter, luciferase luminescence, 18-24 h. hit rate 2.1% among 360,000; note: potency is the fitted concentration of half-maximal effect; % is set by controls: 0 for no effect and ±100 for the full control effect; nearly all actives have a fitted effect of over 60% in size
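Two sequential reads on A549 ARE_Fluc cells exposed to compound for 18-24 h: a CellTiter-Fluor fluorescence read for viability, then a luciferase luminescence read for Nrf2/ARE activity.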
The depositor's hits bear a star; i = inactive; ? = inconclusive; · = no result given; [ ] = remark or other dose. Unless noted, calls come from the whole dose curve; as a rule, active = well fitted curve in the direction sought with a large enough effect; inconclusive = small, poorly fitted or top-dose-only effect, or another doubt; inactive = no such curve, though single readings can be large; an effect the other way counts as inactive or inconclusive.

SMILES	ATXN viability	EPAC2 agonist	ATXN2 expr inh	TGFb inhibitor	Nrf2 ARE act	IL-2 act	HepG2 viability	A549 tox	Nrf2 block
CCCn1c(CCNc2nc(-c3ccc(OC)cc3)cs2)nc2ccccc21	?	5.4%	8.8%	-0.8%	4.1%	-0.7	-2.3%	-5.5%	-6.6%
CC1=NN(C(N)=S)C(=O)C1N=Nc1c(C)cc(C)cc1C (stereo not drawn)	?	-5.2%	23.0%	-15.8%	0.3%	-2.8	-1.0%	-15.4%	-24.1%
CC1(C)CC(NC(=O)c2ccc(-c3ccc([N+](=O)[O-])cc3)o2)CC(C)(C)N1	i	6.8%	-24.3%	-0.1%	4.6%	-3.4	2.4%	?	-15.3%
Cc1cc(C)cc(N(CC(=O)NCc2ccc(F)cc2)C(=O)CCC(=O)Nc2ccccn2)c1	i	3.4%	-11.8%	17.3%	0.0%	-1.6	15.2%	-1.1%	-8.7%
Cc1ccc2c(COC(=O)c3ccccc3F)cc(=O)oc2c1	i	11.0%	16.6%	6.2%	25.4%	-0.3	2.9%	1.5%	5.6%
COc1cc(-c2nnc(SCC(=O)NC3CCS(=O)(=O)C3)o2)cc(OC)c1OC (stereo not drawn)	i	-1.1%	2.1%	-0.8%	0.5%	0.6	9.4%	-1.1%	-17.5%
O=Cc1ccccc1OCCOc1ccc([N+](=O)[O-])cc1	i	10.3%	5.0%	1.4%	-0.1%	-1.5	-27.9%	1.0%	10.0%
COC(=O)c1c(O)cc(C(C)(C)C)n(-c2ccc(F)cc2)c1=O	i	15.2%	0.4%	-7.3%	-0.1%	-1.6	3.1%	-0.7%	10.3%
CC(=O)Nc1ccc(S(=O)(=O)N2CCN(S(=O)(=O)N3CCC(C)CC3)CC2)cc1	i	-6.9%	4.1%	3.5%	0.2%	0.2	9.5%	-0.9%	-8.8%
CCc1ccccc1Nc1cc(C(=O)NC(C)c2ccccc2)c2ccccc2n1 (stereo not drawn)	?	·	-34.3%	?	7.6%	·	-24.0%	-9.9%	?
O=C(c1ccccc1)c1sc(N2CCOCC2)nc1-c1ccccc1	i	11.3%	-2.2%	3.8%	-0.5%	-3.1	-25.1%	-12.4%	-6.4%
Cc1cc(C(=O)OCC(=O)N2c3ccccc3NC(=O)C2(C)C)c(C)n1-c1ccccc1	i	15.7%	-12.6%	?	7.0%	-4.4	-24.0%	4.3%	?
Cc1cc(C)nc(SCc2nnc(SCc3ccccc3Cl)o2)n1	i	11.0%	-1.5%	-2.0%	-0.5%	1.1	-32.6%	-9.1%	-25.1%
O=C(CSc1nc2ccccc2[nH]1)Nc1cc(C(F)(F)F)ccc1N1CCOCC1	i	9.5%	-17.5%	?	0.6%	-0.1	-23.8%	-13.6%	?
O=C(c1cnn(C(=O)c2ccco2)c1)c1cc(Cl)cc(Cl)c1O	i	-3.6%	-21.4%	2.7%	4.4%	-1.6	-2.2%	-6.7%	7.8%
COc1ccccc1N1CCN(C(=O)c2ccc(NS(=O)(=O)c3ccc(C)cc3)cc2)CC1	i	15.3%	16.1%	6.6%	2.5%	-0.5	-7.3%	-3.0%	0.8%
CCCCOP(=O)(c1ccc(N(C)C)cc1)C(O)c1ccccc1F (stereo not drawn)	i	4.8%	-11.5%	-34.1%	0.3%	-2.4	-27.9%	-14.5%	-3.3%
Cc1ccc(Oc2c(C(F)(F)F)oc3c(CN4CCCCC4C)c(O)ccc3c2=O)cc1 (stereo not drawn)	i	·	10.1%	?	4.9%	·	-36.4%	-0.6%	4.3%
CN(C)CCNCc1ccc(OC2CCCC2)cc1	i	-3.4%	-20.5%	6.2%	-0.1%	-0.7	0.0%	-6.6%	0.2%
CN(C)/C=C/C(=O)c1ccc2noc(-c3ccccc3)c2c1	i	2.6%	38.1%[activator]	-15.8%	0.5%	0.4	-29.9%	-13.4%	-10.5%
COc1ccc(-c2nc3ccccc3s2)cc1O	i	-1.9%	-22.2%	-23.2%	?	0.1	-28.6%	-9.6%	?
O=CN1CC(=O)N(c2ccccc2)c2c([nH]c3ccccc23)C1	i	-0.2%	13.3%	-4.4%	-0.4%	-2.7	0.7%	-2.3%	0.7%
CCC(CC)C(=O)Nc1cc(-c2ccccc2F)nn1-c1ccccc1	i	·	5.8%	-4.2%	0.0%	·	-10.0%	14.6%	·
O=C(Nc1ccc(-c2nc3ccccc3o2)cc1)c1ccc2c(c1)OCO2	i	0.2%	1.9%	-14.5%	2.0%	-0.5	-27.4%	?	?
CCC(=O)Nc1ccc(-c2nnc(SCc3ccc(C(=O)Nc4nccs4)cc3)n2CC)cc1	i	11.5%	28.3%	?	0.2%	-0.2	6.4%	-15.8%	-27.9%

Going on with the list:
SMILES	ATXN viability	EPAC2 agonist	ATXN2 expr inh	TGFb inhibitor	Nrf2 ARE act	IL-2 act	HepG2 viability	A549 tox	Nrf2 block
O=C(CSc1nnc(NC(=O)C2CC2)s1)Nc1ccccc1C(F)(F)F	i	3.3%	-1.4%	13.4%	-0.7%	-2.2	13.0%	0.4%	-11.6%
NS(=O)(=O)c1ccc(Nc2ccc3cc(S(=O)(=O)N4CCCCC4)ccc3n2)cc1	?	7.9%	·	?	3.2%	0.4	-29.7%	1.2%	-5.0%
Cc1cnc(NC(=O)c2cc3ccccc3o2)s1	?	1.9%	4.7%	-0.6%	3.6%	-0.4	-2.0%	-1.0%	?
CCOc1ccc(-c2noc(CCC(=O)NC)n2)cc1OCC	i	-1.4%	-0.3%	-3.1%	-0.9%	-1.3	12.9%	-0.4%	-16.6%
COc1ccc(CCC(=O)NCCS(=O)(=O)N2CCN(c3ccc(OC)cc3)CC2)cc1	i	0.9%	-7.2%	5.6%	-0.4%	-4.6	-4.5%	-0.2%	11.4%
Cc1cccc(CNC(=O)CN2C(=O)C3CCCCN3c3ccc(C(=O)N4CCCC4)cc32)c1 (stereo not drawn)	i	·	-6.1%	-19.0%	-0.9%	·	4.8%	-9.7%	·
COc1cc(OC)cc(C(=O)NN2CCOCC2)c1	i	5.0%	-5.3%	-2.1%	-1.3%	-2.5	4.6%	10.0%	-1.7%
O=C1OCCC/C1=C\c1ccc2c(c1)OCO2	i	-6.3%	·	38.2%	-1.0%	-0.6	4.7%	0.3%	?
COc1ccc(Cl)cc1S(=O)(=O)NCc1nc2nc(C)cc(C)n2n1	i	7.9%	-1.3%	-4.2%	-1.3%	-3.3	-11.2%	4.3%	7.7%
COCCNC(=O)C1CCCN(C(=O)c2nc(C)oc2C)CC1 (stereo not drawn)	i	-3.7%	11.3%	-3.5%	-0.4%	-0.2	-1.4%	·	·
COc1ccc(CC(=O)NCc2ccc3c(c2)cc(C)n3C)cc1	i	-0.2%	-14.1%	-6.9%	-1.0%	0.3	-15.5%	12.8%	?
CC1(C(=O)NS(=O)(=O)c2cccc(Cl)c2)CCN1C(=O)CCc1cccs1 (stereo not drawn)	i	4.5%	2.6%	-5.3%	-0.1%	0.6	-12.6%	·	·
Oc1ccc2ccccc2c1C=NC12CN3CCN(CN(C3)C1)C2	i	19.5%	-15.2%	?	-1.2%	-1.7	-31.8%	-0.6%	0.4%
Cc1cccc(C)c1NC(=O)CNC(=O)c1ccc(NS(=O)(=O)c2ccc3[nH]c(=O)[nH]c3c2)cc1	?	-0.9%	-4.6%	-18.8%	-0.5%	4.6	-31.9%	-4.6%	4.6%
CC(=O)C1=C(O)C(=O)OC1c1ccc(C)cc1 (stereo not drawn)	i	2.7%	6.8%	5.2%	0.2%[9.22 µM]	-0.5	1.0%	0.6%	8.6%
COc1ccccc1CNC(=O)CCc1ccccc1	i	2.9%	·	-28.9%	1.1%	-2.8	0.6%	3.2%	9.6%
COC(=O)c1sccc1NC(=O)COc1ccc(C)cc1	i	24.8%	0.5%	-2.0%	15.2%	2.1	-3.3%	11.3%	?
Cc1ccc(C(=O)N2CC(C(=O)O)C2)cc1	?	1.1%	-30.5%	-0.8%	-0.2%	0.9	6.6%	-1.1%	-1.9%
CCOC(=O)C1=C(C)N(C2CCCCC2)C(=O)C1	i	15.7%	5.7%	5.1%	-0.4%	0.2	-1.1%	-14.4%	-10.2%
Cc1cc(O)cc2c1C1CCC3(C)C(O)CCC3C1C=C2 (stereo not drawn)	i	7.2%	68.8%[activator]	39.3%[activator]	5.8%	-0.5	1.9%	-8.0%	-17.4%
Fc1ccccc1-c1nc(N2CCN(c3cccc(Cl)c3)CC2)c2ccccc2n1	i	·	-10.8%	-6.7%	5.0%	·	-15.5%	-0.6%	-25.0%
COc1ccc(CNC(=O)Cc2c(C)c3cc4c(C)coc4c(C)c3oc2=O)cc1	·	·	·	-2.3%	-1.3%	·	0.3%	-3.4%	3.2%
Cc1ccc([N+](=O)[O-])cc1S(=O)(=O)N1CCn2cccc2C1c1ccccc1 (stereo not drawn)	?	·	-5.8%	-2.4%	3.7%	·	2.8%	1.1%	·
O=C1OC(c2ccccc2)Sc2ccccc21 (stereo not drawn)	i	0.3%	2.6%	5.4%	0.2%	-0.4	10.4%	-4.6%	1.7%
CCC(=O)Nc1nc(C)c(C(=O)Nc2cccc(Cl)c2)s1	?	-0.9%	-35.9%	-22.3%	8.0%	0.4	-40.9%	-0.5%	-23.3%

3 of these compounds, set out differently.
SMILES,ATXN viability,EPAC2 agonist,ATXN2 expr inh,TGFb inhibitor,Nrf2 ARE act,IL-2 act,HepG2 viability,A549 tox,Nrf2 block
Cc1cc(O)cc2c1C1CCC3(C)C(O)CCC3C1C=C2 (stereo not drawn),i,7.2%,68.8%[activator],39.3%[activator],5.8%,-0.5,1.9%,-8.0%,-17.4%
Fc1ccccc1-c1nc(N2CCN(c3cccc(Cl)c3)CC2)c2ccccc2n1,i,·,-10.8%,-6.7%,5.0%,·,-15.5%,-0.6%,-25.0%
COc1ccc(CNC(=O)Cc2c(C)c3cc4c(C)coc4c(C)c3oc2=O)cc1,·,·,·,-2.3%,-1.3%,·,0.3%,-3.4%,3.2%
